LDHA block: qHTS assay for inhibitors of human lactate dehydrogenase | purified LDHA, NADH/diaphorase-resazurin fluorescence; hits give low values | L-lactate dehydrogenase A chain (Homo sapiens), P00338 | hit rate 0.15% among 480,000 | activity change, % (values are at about 110 or 230 µM); in the data active means activity change below about -30%; inconclusive means mostly about -25% to -30%;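 further: plate controls were DMSO wells for no effect and wells without enzyme for full effect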
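Resorufin fluorescence (ex540/em590), read at 0 and 20 min after diaphorase/resazurin addition, reports the NADH left after a 5 min room-temperature reaction of 2 nM human LDH5 with 0.06 mM NADH and 0.2 mM pyruvate.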
An asterisk follows results filed as active; ? = inconclusive.

SMILES | LDHA block
CC(C)c1nnc2ccc(NCc3ccccc3Cl)nn12 | 3
Cc1nc2ccc(C(=O)NCC3CCC3)cc2nc1C | 13
Cc1ccc(F)cc1NC(=O)NCCc1coc(-c2ccccc2)n1 | -7
CCCc1nc2ccccc2n1C(CC)C(=O)NC(C)(C)C (stereo not drawn) | 5
COC(=O)[C@@]1(Sc2ccc(C)cc2)CC(=O)N[C@@H]1c1ccccc1 | 1
CCCNc1c(NS(=O)(=O)c2ccc(F)cc2)c(=O)oc2ccccc12 | -4
Cc1n[nH]c(C)c1CCCCOc1ccc(C(C)(C)C)cc1 | 12
O=C(/C=C/c1ccc(-c2ccc(Cl)cc2Cl)o1)c1ccc(F)cc1 | -1
O=c1[nH]nc(-c2ccco2)c2c1Nc1nnnn1C2c1cccc(F)c1 (stereo not drawn) | 7
CC1CC(C(C)(C)C(C)C)CC/C1=N\O (stereo not drawn) | -2
Cc1c(C)n(-c2ccccn2)c2ncn3nc(Cc4ccccc4)nc3c12 | 0
CCOC(=O)c1ccc(NC(=O)N2CCN(Cc3ccc(Cl)s3)CC2)cc1 | 1
Cc1ccccc1-c1cc(-c2ccccc2C)[nH]n1 | 9
Cc1ccc(C(=O)N2CCN(c3nc4ccccc4o3)CC2)cc1 | 13
O=C(/C=C/C1=Cc2ccccc2OC1)c1cccc(O)c1 | 2
Cc1cc(C)c(NC(=O)CSC2CCCC2)c(Cl)c1 | 0
Cc1cc(NC(=O)CNc2cc(S(=O)(=O)N3CCOCC3)ccc2Oc2ccc(F)cc2)no1 | 1
Cc1ccc2nc(C(=O)N3CCN(c4cccc(Cl)c4)CC3)cn2c1 | 6
CCOc1ccccc1NS(=O)(=O)c1cc(-c2cnc(C)o2)ccc1C | -1
CCCCN(CC)c1nc(-c2ccc([N+](=O)[O-])cc2)nc2ccccc12 | -5
COCCNC(=O)COC(=O)c1cc(-c2cccs2)nc2ccccc12 | 2
CS(=O)(=O)N1CCC(NC(=O)c2ccccc2C(=O)c2ccccc2)CC1 | -1
O=C(CN1CCCC1)NCCCc1ccccc1 | 1
COc1cc(C(=O)NCC2COc3ccccc3O2)cc(OC)c1OC (stereo not drawn) | -23
Cc1[nH]c2ccccc2c1CC(=O)NCc1cn2ccccc2n1 | ?

Shown in markdown: 16 of the compounds above
| smiles | LDHA block |
| --- | --- |
| CC1CC(C(C)(C)C(C)C)CC/C1=N\O (stereo not drawn) | -2 |
| Cc1c(C)n(-c2ccccn2)c2ncn3nc(Cc4ccccc4)nc3c12 | 0 |
| CCOC(=O)c1ccc(NC(=O)N2CCN(Cc3ccc(Cl)s3)CC2)cc1 | 1 |
| Cc1ccccc1-c1cc(-c2ccccc2C)[nH]n1 | 9 |
| Cc1ccc(C(=O)N2CCN(c3nc4ccccc4o3)CC2)cc1 | 13 |
| O=C(/C=C/C1=Cc2ccccc2OC1)c1cccc(O)c1 | 2 |
| Cc1cc(C)c(NC(=O)CSC2CCCC2)c(Cl)c1 | 0 |
| Cc1cc(NC(=O)CNc2cc(S(=O)(=O)N3CCOCC3)ccc2Oc2ccc(F)cc2)no1 | 1 |
| Cc1ccc2nc(C(=O)N3CCN(c4cccc(Cl)c4)CC3)cn2c1 | 6 |
| CCOc1ccccc1NS(=O)(=O)c1cc(-c2cnc(C)o2)ccc1C | -1 |
| CCCCN(CC)c1nc(-c2ccc([N+](=O)[O-])cc2)nc2ccccc12 | -5 |
| COCCNC(=O)COC(=O)c1cc(-c2cccs2)nc2ccccc12 | 2 |
| CS(=O)(=O)N1CCC(NC(=O)c2ccccc2C(=O)c2ccccc2)CC1 | -1 |
| O=C(CN1CCCC1)NCCCc1ccccc1 | 1 |
| COc1cc(C(=O)NCC2COc3ccccc3O2)cc(OC)c1OC (stereo not drawn) | -23 |
| Cc1[nH]c2ccccc2c1CC(=O)NCc1cn2ccccc2n1 | ? |

Further compounds:
SMILES | LDHA block
CCC(C)/C(C)=N/Nc1nc2ccccc2[nH]1 (stereo not drawn) | -1
O=C(Cc1n[nH]c(=O)c2ccccc12)Nc1cccc(F)c1 | 2
COc1cccc(C2CC(=O)Nc3c(C(=O)O)cn(-c4cccc(Cl)c4)c32)c1OC (stereo not drawn) | 7
Cc1ccc(-n2nnnc2C(C)(C)N2CCOCC2)cc1 | 9
CC(NC(=O)c1cccc(S(=O)(=O)Nc2ccc3c(c2)OCO3)c1)c1cccc(Cl)c1 (stereo not drawn) | 18
Cc1cc(C)cc(NC(=O)c2ccc3c(c2)NC(=O)CS3)c1 | 0
N#Cc1cccc(C(=O)N(Cc2cccs2)C2CC2)c1 | -11
COc1cccc(C(=O)Oc2ccc(C(C)=O)cc2)c1 | 6
CCCCNC(=O)C1C(c2ccccc2)=Nc2ccccc2N1C(=O)c1ccc2c(c1)OCO2 (stereo not drawn) | 0
CSc1cccc(NC(=O)c2ccccc2SC)c1 | 6
N#Cc1ccc(OCCOC(=O)c2ccccc2SCC2CCCO2)cc1 (stereo not drawn) | 4
N#Cc1c(N)sc2c1CCCCC2 | -3
Cc1cc(Br)cn2c(Cc3ccccc3C(F)(F)F)c(-c3cccc(Br)c3)nc12 | 0
Cc1ccc(-c2cc(=O)c3cc(NC(=O)C(C)(C)C)ccc3o2)cc1 | -1
CCNC(=S)NCC12CC3CC(CC(C3)C1)C2 | 1
Cc1[nH]c(C)c(C=O)c1C | 5
CCn1c(=O)n(CC)c2cc(N3CCCC3)c(NC(=O)Nc3cccc(SC)c3)cc21 | 7
CCNC(=O)CCn1nc(-c2ccccc2)c2ccccc2c1=O | 8
COc1ccccc1CNC(=O)Cn1ccc2c(Cl)cccc21 | -1
Cn1c(=O)c2c(-c3ccccc3)n3c(c2n(C)c1=O)C(c1ccc(O)cc1)OCC3(C)C (stereo not drawn) | -9
O=C(CN1CCN(c2nc(C(F)(F)F)nc3ccccc23)CC1)N1CCCCCC1 | 4
O=C(O)/C(=C\c1cccnc1)NC(=O)c1ccccc1 | 4
COc1cc(C#N)ccc1OCc1c(F)cccc1Cl | 5
CCCCn1c(=O)n(Cc2ccc(C#N)cc2)c(=O)c2c1ncn2Cc1ccco1 | 6
O=C(Nc1ccc(-c2cnc(C3CC3)o2)cc1)c1cccc(F)c1 | 8

(continued)
SMILES | LDHA block
Cc1cc(Br)c(S(=O)(=O)NCCO)cc1C | 11
Cc1ccc(CN(C)C(=O)c2cnc3ccccc3n2)c(C)c1 | 4
O=C(CSc1nnc(Cc2ccccc2)o1)Nc1cc(Cl)cc(Cl)c1 | -11
O=C(Nc1ncn(Cc2ccccc2)n1)c1cc(S(=O)(=O)N2CCCC2)c(Cl)cc1Cl | -5
Cc1ccc(C(=O)NC(C)C)c(Cl)c1 | 14
O=C(/C=C/Nc1ccc(Cl)cc1C(F)(F)F)c1ccc(Br)cc1 | 1
CCn1c(SCC(=O)Nc2ccc3c(c2)OCCO3)nc2ccsc2c1=O | 4
Cc1cccc(-c2nc3cc(NC(=O)c4cccc([N+](=O)[O-])c4C)ccc3o2)c1 | 8
O=C(NCC#Cc1ccccc1)C1CCCN(C(=O)C2CC2)C1 (stereo not drawn) | -7
CCc1nnc(NC(=O)c2cc(=O)c3ccccc3o2)s1 | 4
Cn1c(=O)c2c(ncn2Cc2nc(-c3ccccc3)no2)n(C)c1=O | 0
CCc1c(-c2cccc(Br)c2)ncn1Cc1cccc(-c2ccccc2)c1 | 1
CCCCCCC(C)NC(=O)COC(=O)c1n[nH]c(=O)c2ccccc12 (stereo not drawn) | -1
Nc1sc(Cc2ccccc2)cc1C(=O)c1c(-c2ccccc2)[nH]c2ccccc12 | -5
O=C(O)COc1ccc(C(=O)/C=C/c2ccc(Cl)cc2Cl)cc1 | 8
Cn1c(=O)c2c(nc(Cl)n2CC(=O)N2CCCC2=O)n(C)c1=O | 16
Cn1nc(C(=O)N(C2CC2)C2CCCc3ccccc32)c2ccccc2c1=O (stereo not drawn) | 1
COc1ccc(-c2cn3c4ccccc4nc3n2CCCN2CCCCC2)cc1 | -3
CCOC(=O)c1cc(S(=O)(=O)Nc2ccc3c(c2)OCCO3)[nH]n1 | 10
COC(=O)C1=C(C)NC(=O)CC1C(=O)Nc1cc(Cl)ccc1C (stereo not drawn) | -22
N#Cc1ccc(Cl)cc1NC(=O)COC(=O)c1cccc(S(=O)(=O)N2CCCCCC2)c1 | -5
CS(=O)(=O)Nc1ccc(-c2csc(N3CCCC3)n2)cc1 | -3
N#Cc1nc(-c2cccc3ccccc23)oc1NCC(c1cccs1)N1CCOCC1 (stereo not drawn) | 12
CCc1cc2c(N3CCCC(C(=O)NCc4ccc(F)cc4)C3)ncnc2s1 (stereo not drawn) | 7
CCc1ccc(CN(C)C(=O)NC(c2ccc3c(c2)OCCCO3)C(C)C)cc1 (stereo not drawn) | -7

Continuation.
SMILES | LDHA block
CC1CCN(S(=O)(=O)c2ccc(-c3nc(C#N)c(NCCN4CCOCC4)o3)cc2)CC1 | 4
COc1cccc(-c2nc(-c3ccccc3)c3ccc(Cl)cc3n2)c1 | -1
COc1ccc(/C=C/c2nc(C#N)c(N3CCN(C(C)=O)CC3)o2)cc1 | -5
COc1cc(NC(=O)Cn2c3c(c(=O)n2-c2ccccc2)Cc2cc(Cl)ccc2O3)cc(OC)c1 | -10
CS(=O)Cc1cccc(C(=O)N2CCC(n3cccc3)CC2)c1 (stereo not drawn) | -3
COC(=O)[C@@]12C[C@@H](CC(=O)N3CCSCC3)C(=O)N(Cc3ccco3)C1=CCC(C)(C)C2 | 0
O=C(NC(Cc1ccccc1)C(=O)Nc1ccc(N2CCOCC2)cc1)c1ccco1 (stereo not drawn) | 0
Cc1c(C(=O)N2CCCCCC2)sc2nc(-c3ccc(F)cc3)cn12 | 4
Cc1cnc(NC(=O)CCc2ncc(-c3ccc(CC(C)C)cc3)o2)s1 | 7
CCOc1cc2c(cc1NC(=O)CC1C=CCC1)OC(C)C2 (stereo not drawn) | 0
COc1ccc(CNC(=O)c2ccc3c(c2)NC(=O)CCS3)cc1 | 1
CCC1(C)Cc2nc3sc4c(=O)n(CC(=O)NCc5ccccc5)cnc4c3cc2CO1 (stereo not drawn) | 3
COc1cc2cc(C(=O)N[C@@H](C)C(=O)Nc3ccc4c(c3)OCO4)n(C)c2c(OC)c1OC | 6
O=C(c1ccc(Cl)cc1Cl)N(CCS(=O)(=O)N1CCCCC1)Cc1ccncc1 | 0
O=C(Oc1ccc2cc(-c3ccc(Cl)cc3)c(=O)oc2c1)N1CCOCC1 | 6
COc1ccc(C(NC(=O)CNc2ccccc2C(=O)NC2CC2)C2CC2)cc1 (stereo not drawn) | -14
CCCCn1nnnc1CSc1nnc(-c2ccccc2)n1-c1ccc(F)cc1 | -5
CCNCc1ccccc1OCC | 1
CC(NC(=O)CN1CCN(S(=O)(=O)c2ccc3ccccc3c2)CC1)c1cccs1 (stereo not drawn) | 15
CC(C)c1ccc(/C=C/C(=O)N2CCN(C/C=C/c3ccccc3)CC2)cc1 | 2
Cn1nc(C(=O)OCc2nc(-c3ccc(Cl)cc3)no2)c2ccccc21 | 8
CC(=O)c1cccc(NC(=O)C(Nc2ccc3oc(C)nc3c2)c2ccccc2)c1 (stereo not drawn) | 15
CCCCCCCCCCOc1ccc(OC(=O)c2ccncc2)cc1 | 4
O=C1C(c2ccc(C(F)(F)F)cc2)=C(NC2CCCCCC2)c2ccccc21 | 5
O=C(Nc1c(NCc2ccccc2)c2ccccc2oc1=O)c1ccccc1Cl | -4

Carrying on:
SMILES | LDHA block
COc1ccc(OC)c(NC(=O)N(C)CCc2noc(C(=O)NCc3ccccc3)n2)c1 | 16
COCCn1c(=O)c2c(nc(-n3nc(C)cc3C)n2Cc2ccccc2)n(C)c1=O | 2
Cc1ccc(NC(=O)c2cc(=O)c3cc(C)cc(C)c3o2)c(C)c1 | 0
CC1CCN(S(=O)(=O)c2ccc3c(c2)C(C)(C)C(=O)N3CC(=O)NCc2ccco2)CC1 | -9
CC(C)C(=O)Nc1ccc(NC(=O)C(C)C)c(Cl)c1 | -2
CCCC(=O)Nc1nnc(Cc2ccc(OC)c(OC)c2)s1 | 12
COCCOC(=O)/C(C#N)=C/c1ccc(O)c(I)c1 | 1
CC(C)(C)C(=O)OCC1CCC[N+]2(C)CCCCC12 (stereo not drawn) | -9
Cc1ccc(-c2ccc3cc(C)ccc3n2)cc1 | 1
O=C(C1=COCCO1)N1CCN(c2ccccc2)CC1 | 5
CCOc1ccc2nc(NC(=O)c3noc4c3COc3ccccc3-4)sc2c1 | -4
Cc1cc(CSCC(=O)Nc2ccccc2C)on1 | -7
CC(C)(C(=O)NCC(c1ccccc1)N1CCCC1)c1ccccc1 (stereo not drawn) | 8
Cc1ccc(C(CNC(=O)COc2ccccc2C)N2CCCCCC2)cc1 (stereo not drawn) | 10
CN(CC(=O)NCc1nc(-c2ccccc2)no1)S(=O)(=O)c1ccc2ccccc2c1 | 7
CC(=O)Nc1ccc(NC(=O)C2CCCCC2)cc1 | 1
CCOc1ccc(C(C)NC(=O)Cc2nc(-c3cccs3)oc2C)cc1OCC (stereo not drawn) | -12
COc1cccc2cc(C(=O)NCCOc3ccccc3F)c(=O)oc12 | 12
Cc1ccnc(SCCCn2c(Br)nc3c2c(=O)[nH]c(=O)n3C)n1 | 1
COc1cccc(C(=O)OCC(=O)N2c3ccccc3Sc3ccccc32)c1OC | 3
O=C1CCCN1C(=O)CSc1nc(Nc2ccccc2)c2ccccc2n1 | -1
COc1ccccc1Oc1c(C)oc2cc(OCC(=O)Nc3ccc(C)cc3C)ccc2c1=O | -4
Cc1cc(C)nc(NC(c2cccs2)c2c(NC(=O)c3ccco3)sc(C)c2C)n1 (stereo not drawn) | 8
CCn1c(CSc2n[nH]c(-c3ccc(OC)cc3)n2)nc2cc(S(=O)(=O)N(C)C)ccc21 | -8
O=C(CSc1nc2ccc(Cl)cc2[nH]1)N1N=C(c2cccs2)CC1c1ccco1 (stereo not drawn) | 10
COc1cccc(CNC(=O)Nc2cccc(-c3nnc(Cc4ccc5c(c4)OCO5)o3)c2)c1 | -3

This is a subset, so the mix of outcomes need not match the whole.
